Source: PubChem BioAssay
LMPTP block = blocks human LMPTP phosphatase | P24666 | recombinant LMPTP-A, OMFP fluorogenic substrate, fluorescence intensity | inhibition, % at 20 µM | 0.22% of 360,000 active | AID 651560;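 active = compounds that cut the enzyme signal by at least half of the control window in the single-dose screen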;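 note: plate controls were DMSO wells with enzyme plus substrate for no effect and substrate without enzyme for full effect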
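Test system – LMPTP-A phosphatase enzyme · Quantity – 0.625 nM LMPTP-A final · Reagent – OMFP substrate, 400 µM final · Dosing – one test concentration per compound, 20 µM, with 3% DMSO overall · Timing – 50 min enzyme reaction at room temperature, protected from light · Detection – fluorescence intensity · Controls – substrate-only low control, DMSO enzyme-plus-substrate high control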
SUMO1 PPI mod = SUMO1-SIM interaction modulation | SUMO1 binding to a labelled peptide, TR-FRET, 1 h | inhibition, % at 20 µM | 0.33% of 360,000 active; in the data active = inhibition above about 37%
Target sequence (P63165 whole entry, looked up): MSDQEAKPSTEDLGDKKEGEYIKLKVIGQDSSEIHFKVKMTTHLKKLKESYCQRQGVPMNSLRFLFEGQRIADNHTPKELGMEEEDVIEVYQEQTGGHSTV
CSN deneddyl inh = blocks human CSN-mediated cullin deneddylation; Purified CSN, SCF-Nedd8-OG deneddylation, fluorescence polarization; inhibition, % at 12.5 µM; 0.38% of 360,000 active;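 active = pattern-corrected inhibition above about 35%, with an unprinted fluorescence ratio check between 0.5 and 1.5, limit read from the data, passing the limit was not always enough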;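 note: 0% = enzyme with substrate and 100% = substrate without enzyme; some results filed as inactive read as strong as hits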
Target sequence (Q92905 whole entry, looked up, one chain of several): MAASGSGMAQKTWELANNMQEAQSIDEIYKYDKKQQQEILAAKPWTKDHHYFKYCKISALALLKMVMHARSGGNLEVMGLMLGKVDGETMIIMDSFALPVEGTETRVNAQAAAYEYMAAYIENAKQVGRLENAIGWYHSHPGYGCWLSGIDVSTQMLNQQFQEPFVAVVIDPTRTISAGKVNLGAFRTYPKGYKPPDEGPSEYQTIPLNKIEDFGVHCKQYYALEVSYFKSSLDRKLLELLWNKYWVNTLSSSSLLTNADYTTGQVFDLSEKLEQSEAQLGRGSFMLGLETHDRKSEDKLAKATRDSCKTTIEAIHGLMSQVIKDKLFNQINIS
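Test system: Human Csn5 produced in HEK293T cells | Compound: 12.5 µM single point | Times: 90 min, room temperature | Signal: Fluorescence polarization readout | Read-out basis: % inhibition of substrate cleavage by Csn5 | Controls: no-enzyme wells high, enzyme-with-substrate wells low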
NadD block = NadD (S. aureus) enzyme inhibition. purified NadD enzyme, colorimetric absorbance read-out. inhibition, % at 20 µM. 0.78% of 360,000 active. AID 602399; in the data active = inhibition above about 26%; note: some compounds past the cut are filed as inactive
STEP block = inhibitors of human striatal-enriched phosphatase STEP. recombinant STEP, OMFP fluorogenic substrate, fluorescence. inhibition, % at 20 µM. 0.25% of 360,000 active. AID 588621;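 active = inhibition at 20 µM, scaled per plate between control wells, above about 37%, limit read from the data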;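 note: 0% = DMSO with enzyme and substrate and 100% = substrate only without enzyme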
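Assay system: isolated STEP enzyme. Buffer or medium: pH 6.0 Bis-Tris with DTT and Tween 20. Also added: fluorogenic phosphatase substrate OMFP at 25 µM final. Dosing: 20 µM, 1% DMSO. Timing: 20 min reaction, room temperature, in the dark. Measured by: fluorescence intensity, excitation 480 nm, emission 540 nm. Evaluation: normalized % inhibition.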
TbMetRS inhib = blocks T. brucei methionyl-tRNA synthetase activity; purified T. brucei MetRS, ATP depletion, Kinase-Glo luminescence; inhibition, % at 11.9 µM; 0.4% of 360,000 active;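 active = inhibition above a per-plate cutoff of the control wells' mean inhibition plus 3 SD, cut at about 5.5% in these data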;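 note: 0% = DMSO wells median and 100% = median of wells with control inhibitor compound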
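assay system = parasite MetRS enzyme | timing = 15 min preincubation, 2 h reaction, all 25 °C | evaluation = percent inhibition relative to median high and low control wells | medium = HEPES buffer containing pyrophosphatase, BSA, spermine, DTT | compound = single dose, 11.9 µM final nominal, 0.9% final DMSO | detection = Kinase-Glo luminescence, ATP depletion format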
DNMT1 block = inhibitors of human DNMT1 | P26358 | 0.83% of 360,000 active | inhibition (reported as % activation of signal), % at 10 µM | DNMT1 molecular beacon, Hinp1I cleavage, fluorescence; in the data active = inhibition above about 50%
Rpn11 inh = blocks the human proteasome subunit Rpn11; O00487; human 26S proteasome, Ub4-pepOG fluorescence polarization; 20S core pre-blocked with epoxomicin; calls only at 20 µM; 0.59% of 360,000 active; AID 588493;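 active = inhibition at 20 µM, scaled to each plate's controls, above about 33%, limit read from the data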
Target sequence (O00487 whole entry, looked up): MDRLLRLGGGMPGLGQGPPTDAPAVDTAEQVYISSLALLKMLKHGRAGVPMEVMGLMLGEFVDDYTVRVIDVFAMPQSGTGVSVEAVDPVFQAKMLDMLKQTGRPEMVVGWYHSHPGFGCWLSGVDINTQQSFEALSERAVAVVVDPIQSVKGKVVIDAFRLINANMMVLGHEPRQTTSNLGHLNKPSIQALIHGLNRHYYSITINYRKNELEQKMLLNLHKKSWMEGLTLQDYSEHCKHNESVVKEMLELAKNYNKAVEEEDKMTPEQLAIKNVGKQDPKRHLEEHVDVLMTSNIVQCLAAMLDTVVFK
MsrA inhibitor = inhibits bovine methionine sulfoxide reductase A; purified bovine MsrA, absorbance read-out; inhibition, % at 15.5 µM; 0.75% of 360,000 active; in the data active = inhibition above about 4.5%;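 note: 0% = vehicle wells with enzyme and 100% = reference inhibitor wells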
Scp-1 inhibitor = inhibitors of human Scp-1 phosphatase | Recombinant Scp1, phosphopeptide, malachite green phosphate absorbance | inhibition, % at 20 µM | 0.88% of 340,000 active | AID 493091;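 active = inhibition above about 50% at 20 µM, limit read from the data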;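 note: plate controls were DMSO wells with enzyme for no effect and wells lacking enzyme for full effect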
Target sequence (Q9GZU7 76-261 limits assumed): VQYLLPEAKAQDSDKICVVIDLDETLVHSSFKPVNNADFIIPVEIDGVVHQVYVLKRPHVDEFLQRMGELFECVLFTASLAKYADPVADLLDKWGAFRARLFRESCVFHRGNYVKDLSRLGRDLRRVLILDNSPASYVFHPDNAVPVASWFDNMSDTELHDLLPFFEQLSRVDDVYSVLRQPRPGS
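Test system: SCP-1 phosphatase catalytic domain, residues 76-261; measured by: colorimetric phosphate reagent with accelerator and stabiliser, absorbance at 630 nm; timing: enzyme reaction 45 min at room temperature, colour 5 min, stabilisation 30 min; also added: Phosphorylated 17-residue peptide substrate; compound dosing: one concentration, 20 µM, with 1.0% DMSO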
Active calls of the source: *.

For O=C(Cn1cccc1)Nc1ccc(OC(F)(F)F)cc1 the results were LMPTP block -0.4, SUMO1 PPI mod -0.8, CSN deneddyl inh 4.7, NadD block 2.7, STEP block 4.1, TbMetRS inhib -0.6, DNMT1 block -1.0, Rpn11 inh inactive, MsrA inhibitor -1.2 and Scp-1 inhibitor -2.7.
For O=C1CC(c2cccs2)Cc2nc(NCC3CCCO3)ncc21 (stereo not drawn) the results were LMPTP block -0.6, SUMO1 PPI mod 2.8, CSN deneddyl inh 3.9, NadD block -3.7, STEP block -0.3, TbMetRS inhib -0.2, DNMT1 block 6.2, Rpn11 inh inactive, MsrA inhibitor -0.2 and Scp-1 inhibitor 0.3.
O=C(NCc1ccc(Cl)cc1)c1ccc(OCC2CCCO2)cc1 (stereo not drawn) was read as LMPTP block 0.1, SUMO1 PPI mod 2.0, CSN deneddyl inh 1.5, NadD block 3.7, STEP block 0.1, TbMetRS inhib 0.1, DNMT1 block -2.9, Rpn11 inh active, MsrA inhibitor -0.5 and Scp-1 inhibitor -2.1.
Screening O=C(Nc1ccc(-c2nc3cc(Cl)ccc3o2)cc1)C1CCCO1 (stereo not drawn) returned LMPTP block 5.6, SUMO1 PPI mod -2.7, CSN deneddyl inh 1.9, NadD block -5.2, STEP block 0.3, TbMetRS inhib -1.8, DNMT1 block 9.9, Rpn11 inh inactive, MsrA inhibitor 0.5 and Scp-1 inhibitor -7.0.
O=S(=O)(/N=C(/Nc1nc2ccccc2s1)c1ccccc1)c1ccc(F)cc1 was read as LMPTP block 0.9, SUMO1 PPI mod 9.4, CSN deneddyl inh -2.4, NadD block 2.8, STEP block -0.8, TbMetRS inhib 0.1, DNMT1 block -2.3, Rpn11 inh inactive, MsrA inhibitor 1.3 and Scp-1 inhibitor -5.7.
For Cc1cc(C)n(CCc2nc(-c3ccco3)cs2)n1 the results were LMPTP block 8.6, SUMO1 PPI mod 9.9, CSN deneddyl inh 25.1, NadD block 13.9, STEP block 9.7, TbMetRS inhib 0.1, DNMT1 block 36.4, Rpn11 inh inactive, MsrA inhibitor -0.5 and Scp-1 inhibitor 32.0.
Screening CC(C)(C)C(CCl)C(=O)NN=C(c1ccccc1)c1ccccc1 (stereo not drawn) returned LMPTP block -0.8, SUMO1 PPI mod -5.3, CSN deneddyl inh 1.0, NadD block -7.2, STEP block -1.2, TbMetRS inhib -0.5, DNMT1 block 2.1, Rpn11 inh inactive, MsrA inhibitor -0.4 and Scp-1 inhibitor -8.5.
`N#C/C(=C(/O)c1ccc(-c2cccc([N+](=O)[O-])c2)o1)c1nc2ccccc2s1` gave LMPTP block 52.3*, SUMO1 PPI mod 16.4, CSN deneddyl inh 9.4, NadD block 19.4, STEP block 11.8, TbMetRS inhib -2.2, DNMT1 block -27.2, Rpn11 inh inactive, MsrA inhibitor 0.6 and Scp-1 inhibitor 88.8*.
`COc1ccccc1C(=O)NCC(=O)NC(C)c1ccc(-n2ccnc2)cc1` (stereo not drawn) gave LMPTP block -0.5, SUMO1 PPI mod -1.8, CSN deneddyl inh 0.1, NadD block 1.9, STEP block 0.1, TbMetRS inhib -0.2, DNMT1 block -0.3, Rpn11 inh inactive, MsrA inhibitor 0.1 and Scp-1 inhibitor -4.2.
Screening CCCn1c(-c2ccc(C(=O)OC)cc2)nc2c1c(=O)[nH]c(=O)n2Cc1ccccc1 returned LMPTP block 1.4, SUMO1 PPI mod 3.0, CSN deneddyl inh 3.7, NadD block -4.7, STEP block -0.9, TbMetRS inhib -0.7, DNMT1 block 4.1, Rpn11 inh inactive, MsrA inhibitor -1.6 and Scp-1 inhibitor -7.7.
`CCOC(=O)c1cc(S(=O)(=O)N2CCC(C)CC2)cn1C` gave LMPTP block -1.0, SUMO1 PPI mod 1.9, CSN deneddyl inh -1.6, NadD block -1.9, STEP block 1.2, TbMetRS inhib 0.1, DNMT1 block 0.9, Rpn11 inh inactive, MsrA inhibitor -1.5 and Scp-1 inhibitor -5.1.
`O=C(Nc1ccncc1)c1cn(-c2ccccc2)nc1-c1cccs1` gave LMPTP block 1.3, SUMO1 PPI mod 0.3, CSN deneddyl inh -2.3, NadD block 2.4, STEP block 2.3, TbMetRS inhib -0.2, DNMT1 block -6.5, Rpn11 inh inactive, MsrA inhibitor 1.6 and Scp-1 inhibitor 0.5.
COC(CN(C)C(C(=O)NC1CCCCC1)c1ccccc1)OC (stereo not drawn) was read as LMPTP block -3.0, SUMO1 PPI mod 5.9, CSN deneddyl inh 0.8, NadD block -4.3, STEP block 14.1, TbMetRS inhib -1.0, DNMT1 block -0.6, Rpn11 inh inactive, MsrA inhibitor 2.5 and Scp-1 inhibitor -5.2.
`COc1cc(NC(=O)c2cc(OC)c(OC)c(OC)c2)cc(-n2cnnn2)c1` gave LMPTP block 1.7, SUMO1 PPI mod 9.0, CSN deneddyl inh 1.6, NadD block -7.9, STEP block 0.2, TbMetRS inhib 0.1, DNMT1 block 2.4, Rpn11 inh inactive, MsrA inhibitor 0.2 and Scp-1 inhibitor -5.9.
`Cc1nn(Cc2noc(C(=O)NCc3ccc4c(c3)OCO4)n2)c(C)c1Br` gave LMPTP block 1.9, SUMO1 PPI mod -4.9, CSN deneddyl inh -0.4, NadD block -13.1, STEP block 0.0, TbMetRS inhib 0.6, DNMT1 block -1.3, Rpn11 inh inactive, MsrA inhibitor 0.5 and Scp-1 inhibitor -7.2.
For O=C(CCc1c[nH]c2ccccc12)N1CCCC1 the results were LMPTP block -0.4, SUMO1 PPI mod 6.0, CSN deneddyl inh -5.1, NadD block -2.4, STEP block 0.6, TbMetRS inhib -0.2, DNMT1 block 1.2, Rpn11 inh inactive, MsrA inhibitor -0.5 and Scp-1 inhibitor -7.7.
For Cc1ccc(CCNC(=O)Cn2ncc3c([nH]c4ccccc43)c2=O)cc1 the results were LMPTP block -0.7, SUMO1 PPI mod 1.3, CSN deneddyl inh 2.2, NadD block -1.4, STEP block 2.7, TbMetRS inhib -0.8, DNMT1 block 36.2, Rpn11 inh inactive, MsrA inhibitor 0.5 and Scp-1 inhibitor -3.8.
`CCCCc1ccc(CC(=O)Nc2cc(S(=O)(=O)N3CCOCC3)ccc2O)cc1` gave LMPTP block 1.5, SUMO1 PPI mod 6.9, CSN deneddyl inh -1.1, NadD block 5.1, STEP block 2.7, TbMetRS inhib -0.3, DNMT1 block 5.8, Rpn11 inh inactive, MsrA inhibitor -0.7 and Scp-1 inhibitor -7.6.
Screening CC(=O)N1c2ccccc2C(=O)OC1c1cccnc1 (stereo not drawn) returned LMPTP block -0.7, SUMO1 PPI mod 3.4, CSN deneddyl inh -4.4, NadD block -2.6, STEP block -4.7, TbMetRS inhib 0.4, DNMT1 block 2.0, Rpn11 inh inactive, MsrA inhibitor -0.3 and Scp-1 inhibitor -0.1.
Screening CCOC(=O)C1=CCN(S(=O)(=O)c2ccccc2F)C1c1cccc(C)c1 (stereo not drawn) returned LMPTP block 1.7, SUMO1 PPI mod 6.3, CSN deneddyl inh -3.6, NadD block -4.9, STEP block 0.1, TbMetRS inhib -0.1, DNMT1 block 1.6, Rpn11 inh inactive and MsrA inhibitor -0.4.
Cc1c(C(=O)NCCCN2CCOCC2)sc2ncnc(N3CCN(c4ccccc4)CC3)c12 was read as LMPTP block 0.8, SUMO1 PPI mod -8.1, CSN deneddyl inh -3.0, NadD block -5.4, STEP block 6.5, TbMetRS inhib -1.8, DNMT1 block -3.3, Rpn11 inh inactive, MsrA inhibitor 1.3 and Scp-1 inhibitor 3.9.
For CCc1ccccc1NC(=O)N[C@@H](C)C(=O)OC the results were LMPTP block -1.2, SUMO1 PPI mod -4.5, CSN deneddyl inh 2.6, NadD block 1.1, STEP block -0.4, TbMetRS inhib -0.5, DNMT1 block 2.2, Rpn11 inh inactive, MsrA inhibitor 0.9 and Scp-1 inhibitor -0.4.
`CCCCn1c(N)c(N(CCOC)C(=O)CN2C(=O)C3CCCCC3C2=O)c(=O)[nH]c1=O` (stereo not drawn) gave LMPTP block -1.7, SUMO1 PPI mod 3.5, CSN deneddyl inh 0.8, NadD block -0.5, STEP block -0.2, TbMetRS inhib -0.2, DNMT1 block 3.7, Rpn11 inh inactive, MsrA inhibitor -0.4 and Scp-1 inhibitor -8.1.
For Cc1ccccc1-n1ncc2c([N+](=O)[O-])cc([N+](=O)[O-])cc21 the results were LMPTP block 2.3, SUMO1 PPI mod -44.7, CSN deneddyl inh 2.5, NadD block -9.5, STEP block 3.0, TbMetRS inhib -0.5, DNMT1 block -2.0, Rpn11 inh inactive, MsrA inhibitor 5.6* and Scp-1 inhibitor -18.1.
Screening COc1ccc(-c2csc(N)n2)cc1F returned LMPTP block 0.6, SUMO1 PPI mod -6.3, CSN deneddyl inh -4.1, NadD block -2.0, STEP block 0.7, TbMetRS inhib -0.6, DNMT1 block 0.8, Rpn11 inh inactive, MsrA inhibitor 0.9 and Scp-1 inhibitor -0.7.
`Cc1sc2nc(SCC(=O)NCc3ccco3)n(-c3ccccc3)c(=O)c2c1C` gave LMPTP block -0.5, SUMO1 PPI mod -46.5, CSN deneddyl inh -1.0, NadD block 2.0, STEP block 1.3, TbMetRS inhib -0.3, DNMT1 block 11.6, Rpn11 inh inactive, MsrA inhibitor 0.0 and Scp-1 inhibitor 3.5.
`O=C(N/N=C\c1cn[nH]c1-c1ccccc1)c1cccnc1` gave LMPTP block -0.4, SUMO1 PPI mod -0.3, CSN deneddyl inh 2.3, NadD block -2.3, STEP block 0.0, TbMetRS inhib 0.2, DNMT1 block 0.8, Rpn11 inh inactive, MsrA inhibitor 0.7 and Scp-1 inhibitor -9.4.
Screening O=C(/C=C/c1ccco1)N(Cc1ccc(Cl)cc1)C1CCS(=O)(=O)C1 (stereo not drawn) returned LMPTP block -1.1, SUMO1 PPI mod -0.7, CSN deneddyl inh 6.1, NadD block 0.9, STEP block -1.6, TbMetRS inhib 0.1, DNMT1 block -8.1, Rpn11 inh inactive, MsrA inhibitor 1.9 and Scp-1 inhibitor 0.9.
NC(=O)c1nn(-c2ccccc2)nc1NC(=O)CN1CCCC1 was read as LMPTP block 2.4, SUMO1 PPI mod 0.0, CSN deneddyl inh 2.3, NadD block -2.1, STEP block -1.2, TbMetRS inhib -0.8, DNMT1 block 3.4, Rpn11 inh inactive, MsrA inhibitor -1.3 and Scp-1 inhibitor -9.0.
